Screens from PubChem.
N370S GC: N370S glucocerebrosidase modulation, Gaucher chaperone candidate; Potency, µM (doses to about 59.4 µM), without a hit: at the top dose activity change, negative = inhibition, actives largely listed as inhibitors; P04062; actives 0.092% (n = 330,000); N370S GC spleen homogenate, 4MU-glucoside fluorescence;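 also: 0% = full enzyme activity and -100% = no enzyme basal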
KAT2A inh: blocks human GCN5L2 histone acetyltransferase. Q92830. GCN5L2 HAT assay, ThioGlo1 CoA-SH fluorescence. Potency, µM (highest dose often 58.9 µM), without a hit: at the top dose activity change, negative = inhibition, hits mostly inhibitors. actives 0.21% (n = 390,000)
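Free CoA generated was detected with ThioGlo1 (50uM) fluorescence at Ex340nm/Em540nm, read immediately and after 20 min at room temperature. Enzyme, 20 nM in HEPES pH 7.5 buffer, saw compounds 15 min before adding 75uM H3(1-25) peptide and 70uM acetyl-CoA.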
FEN1 inh: inhibitors of human flap endonuclease 1 | Recombinant FEN1 flap cleavage, fluorescence, 15 min | Potency, µM (top dose mostly 114 µM), inactives show top-dose activity change, negative = inhibition, usual class: inhibitors | actives 0.35% (n = 390,000) | AID 588795; also: nearly all actives have a fitted effect of over 65% in size
Target sequence (P39748 whole entry, looked up): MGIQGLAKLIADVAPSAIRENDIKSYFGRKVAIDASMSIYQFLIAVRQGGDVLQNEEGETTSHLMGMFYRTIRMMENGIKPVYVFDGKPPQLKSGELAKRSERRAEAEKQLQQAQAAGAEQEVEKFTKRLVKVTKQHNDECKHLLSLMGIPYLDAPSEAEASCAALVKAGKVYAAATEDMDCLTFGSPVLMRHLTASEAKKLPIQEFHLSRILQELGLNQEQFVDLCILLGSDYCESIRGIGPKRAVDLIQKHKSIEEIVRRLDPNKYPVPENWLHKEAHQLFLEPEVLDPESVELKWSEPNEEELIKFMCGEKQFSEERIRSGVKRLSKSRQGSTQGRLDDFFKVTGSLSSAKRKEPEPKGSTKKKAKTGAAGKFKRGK
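FEN1 at 10 nM, compound pretreatment for 15 min (room temperature), 50 nM final substrate to initiate; endpoint reads at 0 and 15 min; DMSO-only plates used as vehicle background.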
Starred values were filed as active, the others as inactive; ? = inconclusive; . = not tested or not shown; [ ] = another dose, or the depositor's remark. Calls follow the shape of the dose curve; as a rule, active = well fitted curve in the direction sought with a large enough effect; inconclusive = small, poorly fitted or top-dose-only effect, or another doubt; inactive = no such curve, though single readings can be large; an effect the other way counts as inactive or inconclusive. Unless noted, % is scaled to controls: 0 for no effect and ±100 for the full control effect; potency is read from the fitted curve at half-maximal effect. Not all compounds are listed, so the mix of outcomes need not match the whole.

SMILES | N370S GC | KAT2A inh | FEN1 inh
O=C(Nc1ccc(N2CCCC2)cc1)c1cc(Cl)ccc1Cl | 1% | -4% | -1%
CCOCCn1c(C(C)O)nc2ccccc21 (stereo not given) | 6% | 3% | 4%
Cc1ccc(C(C(=O)NCC2CCCO2)N(C(=O)c2snc(C(N)=O)c2N)c2ccc(C(C)C)cc2)o1 (stereo not given) | ? | -9% | -7%
CCCOc1ccc(Cc2c(Cl)nc(SC)nc2NC)cc1 | 3% | -8% | -23%
Cn1ncc(Br)c1NC(=O)c1ccco1 | -6% | -21% | -1%
CSc1nc2ccc(NC(=O)c3cccs3)cc2s1 | . | -6% | -17%
Cc1ccc(C2=Nc3c(ccc4ccccc34)C(c3ccncc3)=NN2)cc1 | -5% | -1% | -24%
O=C(c1ccc(Cl)cc1)C1CCCN(C(=O)/C=C/c2ccccn2)C1 (stereo not given) | -10% | -25% | 4%
Cc1ccc(NS(=O)(=O)c2ccc(NC(=O)C(C)Sc3ccc(Cl)cc3)cc2)c(C)c1 (stereo not given) | -10% | -11% | ?
CCCCN(C)CCCNC(=O)CN1N=C(c2ccc(Cl)cc2)CCC1=O | -10% | 0% | 8%
CCC(=O)NC(=S)Nc1ccc(-c2nc3ccc(C)cc3s2)cc1 | 13% | 2% | 7%
Brc1ccc(-c2noc(-c3ccccn3)n2)o1 | -5% | ? | -15%
CCOc1ccccc1C(=O)Nc1cc(-c2nc3cccnc3s2)ccc1C | . | -18% | -2%
CCC(=O)NC(Nc1nc2ccc(C)cc2s1)(C(=O)OC)C(F)(F)F (stereo not given) | 2% | 4% | 16%
NNC(=S)Nc1ccc(C(F)(F)F)cc1Cl | 0% | -17% | 12%

14 consecutive entries from above, quoted:
SMILES | N370S GC | KAT2A inh | FEN1 inh
O=C(Nc1ccc(N2CCCC2)cc1)c1cc(Cl)ccc1Cl | 1% | -4% | -1%
CCOCCn1c(C(C)O)nc2ccccc21 (stereo not given) | 6% | 3% | 4%
Cc1ccc(C(C(=O)NCC2CCCO2)N(C(=O)c2snc(C(N)=O)c2N)c2ccc(C(C)C)cc2)o1 (stereo not given) | ? | -9% | -7%
CCCOc1ccc(Cc2c(Cl)nc(SC)nc2NC)cc1 | 3% | -8% | -23%
Cn1ncc(Br)c1NC(=O)c1ccco1 | -6% | -21% | -1%
CSc1nc2ccc(NC(=O)c3cccs3)cc2s1 | . | -6% | -17%
Cc1ccc(C2=Nc3c(ccc4ccccc34)C(c3ccncc3)=NN2)cc1 | -5% | -1% | -24%
O=C(c1ccc(Cl)cc1)C1CCCN(C(=O)/C=C/c2ccccn2)C1 (stereo not given) | -10% | -25% | 4%
Cc1ccc(NS(=O)(=O)c2ccc(NC(=O)C(C)Sc3ccc(Cl)cc3)cc2)c(C)c1 (stereo not given) | -10% | -11% | ?
CCCCN(C)CCCNC(=O)CN1N=C(c2ccc(Cl)cc2)CCC1=O | -10% | 0% | 8%
CCC(=O)NC(=S)Nc1ccc(-c2nc3ccc(C)cc3s2)cc1 | 13% | 2% | 7%
Brc1ccc(-c2noc(-c3ccccn3)n2)o1 | -5% | ? | -15%
CCOc1ccccc1C(=O)Nc1cc(-c2nc3cccnc3s2)ccc1C | . | -18% | -2%
CCC(=O)NC(Nc1nc2ccc(C)cc2s1)(C(=O)OC)C(F)(F)F (stereo not given) | 2% | 4% | 16%

(continued)
SMILES | N370S GC | KAT2A inh | FEN1 inh
O=c1cc(N2CCc3ccccc3C2)[nH]c(=O)n1C1CCCCC1 | 8% | -6% | -2%
O=C(NC1CCCCC1)C1CCN(S(=O)(=O)N2CCCCCC2)CC1 | -24% | 3% | 14%
Cc1cc(Cc2cc(C)c(N)cc2C)c(C)cc1N | 5% | -8% | 5%
CC(=O)OCC1OC(n2ccc3ccccc32)C(OC(C)=O)C(OC(C)=O)C1OC(C)=O (stereo not given) | -4% | -15% | -5%
c1ccc(Nc2ccc3c4c(cccc24)CC3)cc1 | 5% | -12% | ?
CC(=O)c1ccc(OC(C)c2nc3ccccc3s2)cc1 (stereo not given) | -7% | -5% | -11%
Cc1cc(C)n(C(=O)CCC2COc3ccccc3O2)n1 (stereo not given) | 1% | -1% | -6%
O=C(N/N=C/c1cccc(Oc2ccccc2)c1)c1ccc(O)cc1O | 9% | ? | 2%
Cc1cc(C(=O)Nc2cnn(Cc3ccc(Cl)cc3Cl)c2)no1 | 3% | -24% | 1%
CCOc1cc(N2CCOCC2)c(OCC)cc1NC(=O)c1ccc(OC)cc1 | 4% | -26% | 0%
O=C(CC1S/C(=N/N=C/c2cccnc2)NC1=O)Nc1ccccc1 (stereo not given) | -3% | -5% | -4%
CC(=O)N[C@@H](Cc1c[nH]c2ccccc12)C(=O)OCC(=O)Nc1ccc(S(=O)(=O)N(C)C)cc1 | -14% | -10% | -4%
COC(=O)c1ccc(OCC(=O)c2ccc(O)cc2O)cc1 | -19% | -21% | 13%
Cc1ccc(S(=O)(=O)N2CCCC2C(=O)Nc2nc3ccccc3s2)cc1 (stereo not given) | 30% | -5% | -1%
CCN(CC)C(=O)c1sc(NC(=O)c2ccncc2)c(C(=O)OC)c1C | -7% | -5% | 0%
CCOC(=O)N1CCN(C(=O)c2ccc3c(SCC(=O)O)c4c(nc3c2)CCC4)CC1 | -3% | -1% | 18%
C[C@H](NC(=O)[C@@H]1Cc2ccccc2CN1C(=O)OC(C)(C)C)C(=O)NC1CCCCC1 | 26% | -19% | 16%
O=C(NC1CCCCC1)C(=O)c1c(-c2ccccc2)[nH]c2ccccc12 | 7% | -1% | -5%
CCS(=O)(=O)c1nc(S(=O)(=O)c2ccc(C)cc2)c(N2CC(C)OC(C)C2)s1 (stereo not given) | -1% | -2% | -1%
COc1c2ccccc2nc2ccccc12 | ? | 2% | -5%
CC(C)C(NC(=O)c1ccccc1NC(=O)c1ccco1)C(=O)O (stereo not given) | 3% | -5% | -7%
CN(C1CCCCC1)S(=O)(=O)c1ccc2c(c1)CCC(=O)N2 | -10% | -8% | -2%
CCN(CC)CCCNC(=O)c1cn(CC)c2ccc(S(=O)(=O)N(C)C3CCCCC3)cc2c1=O | -22% | 4% | -6%
CC(=O)NCCc1nc2ccccc2n1CCOc1cccc(C)c1 | -4% | -1% | -1%
CN1C(=O)C(=O)N(CC(=O)Nc2ccccc2OC(F)F)C1=O | . | 0% | 4%
O=C1C2CC=CCC2C(=O)N1c1n[nH]c(CCc2ccccc2)n1 (stereo not given) | 4% | -10% | -2%
O=S(=O)(c1ccccc1)n1ccc(-c2cnc(-c3ccccc3)s2)n1 | -3% | ? | -8%
COc1cccc(NC(=O)CCP(C)(=O)O)c1 | 5% | -5% | 1%
COc1cc(OC)c(NC(=O)C(c2ccccc2)N2Cc3ccccc3C2=O)cc1Cl (stereo not given) | . | -23% | -2%
NS(=O)(=O)c1ccc(NC(=O)CN2CCN(S(=O)(=O)c3cccs3)CC2)cc1 | -2% | -2% | -8%
Nc1ncnc2c1ncn2C1OC(CO)C(O)C1N (stereo not given) | -4% | 0% | 35%
CCc1nc2ccccc2n1Cc1ccc(OC)c(OC)c1 | 2% | -2% | 11%
CCOc1nc(NCCc2ccc(OC)c(OC)c2)nc(NC(C)(C)CO)n1 | -6% | -8% | 5%
CC1CCN(CC(=O)Nc2ccc(Cl)cc2[N+](=O)[O-])CC1 | 8% | -8% | 1%
O=C(CSc1nnc(C2COc3ccccc3O2)o1)Nc1nccs1 (stereo not given) | 1% | 1% | -5%
CCc1ccc(CN(Cc2ccco2)C(=O)COc2ccc(Cl)cc2C)cc1 | . | -15% | -18%
Cc1cc(NC(=O)CSc2nc3c(c(=O)n2C)SCC3)no1 | -9% | -4% | -2%
COc1ccc(C)cc1NC(=O)CSc1nnc(-c2ccccn2)n1Cc1ccco1 | 0% | -26% | 1%
COCCN(C(=O)c1cc(OC)c(OC)c(OC)c1)c1c(N)n(Cc2ccccc2)c(=O)[nH]c1=O | 10% | -2% | 4%
Cc1nc2cccnc2n1C1CCN(C(=O)Nc2ccccc2C(F)(F)F)CC1 | . | 3% | 0%
COCCNc1nc(-c2ccccc2OC)nc2ccccc12 | -6% | 3% | .
O=C(NNc1ccccc1[N+](=O)[O-])Nc1ccccc1 | 6% | 2% | 8%
CCOC(=O)NC(=O)CSc1ccccn1 | -12% | 2% | -3%
Cc1ccc(CNC(=O)c2ccc(Cl)c(S(N)(=O)=O)c2)n1C | -23% | -12% | -3%
O=C(/C=C/c1ccco1)OCc1nnc(-c2ccc(Cl)cc2)o1 | 27% | ? | -6%
O=C(NCc1ccc(F)c(F)c1)C1CCC(=O)N(CC2CCCCC2)C1 (stereo not given) | -3% | -11% | 2%
CC(C)NC(=O)Nc1ccc2c(c1)C(=O)N([C@H](C)CO)C[C@H](C)[C@@H](CN(C)C(=O)Nc1ccccc1)O2 | . | 0% | -2%
O=C(CSCc1ccc(F)cc1)N1CCN(c2ccc(F)cc2)CC1 | 8% | -3% | 4%
Cc1cc(NC(=O)CSc2nc(C(C)C)nc3sc4c(c23)CCCC4)no1 | 7% | -2% | 7%
COc1ccc(OC)c2[nH]c(=O)c(CCNC(=O)C(C)C)cc12 | 3% | 3% | 4%
CC1(C(=O)N(CC(=O)NC2CCCC2)Cc2ccccc2)CC(=O)N=C2C=CC=CN21 (stereo not given) | ? | -4% | 3%
O=C1CCc2cc(NS(=O)(=O)c3ccc([N+](=O)[O-])cc3)cc3c2N1CCC3 | -6% | -13% | -2%
O=S(=O)(Nc1cccc(-c2ccc(N3CCCCCC3)nn2)c1)c1ccccc1Cl | 7% | -26% | -12%
COc1cccc(NC(=O)c2ocnc2C)c1 | 22% | -16% | -1%
O=C(CCc1nc2ccccc2[nH]1)Nc1ccc(F)cc1 | 0% | -6% | 2%
COC(=O)c1cccnc1-n1c(=O)c2cccnc2n(CC(=O)Nc2ccccc2F)c1=O | . | -7% | 16%
CCCC(=O)Nc1cc(OC)c(C(=O)OC)cc1Cl | 2% | 0% | -1%
Cc1ccc2nsnc2c1S(=O)(=O)N1CCN(C(=O)C2CCCO2)CC1 (stereo not given) | 0% | -8% | -10%
CC(C)C(=O)NCCc1nc2ccccc2n1CCc1ccccc1 | 2% | -3% | 41%[activator]
CCOCCc1nnc(NC(=O)CCc2ccccc2)s1 | -13% | -5% | 20%
New compounds follow.
SMILES | N370S GC | KAT2A inh | FEN1 inh
CC1CC2=C(NC(=S)NC2c2cccc(F)c2)/C(=C/c2cccc(F)c2)C1 (stereo not given) | 3% | 1% | -7%
O=C(CCNc1ccc(Cl)c(C(F)(F)F)c1)c1ccco1 | 3% | -1% | -8%
O=C(N=Nc1c(O)n(Cc2ccccc2)c2ccccc12)c1ccc(O)cc1 | -18% | -1% | 7%
Clc1ccccc1-c1nc2ccccc2[nH]1 | 22% | -4% | 11%
CC(C)(C)C1(C)OC(C(N)=O)C(C(N)=O)O1 (stereo not given) | 11% | 0% | 4%
Cc1ccccc1OCC(=O)NCCCNC(=O)c1cccnc1 | -4% | -2% | -12%
CCN(CC)C(=O)C[n+]1cccc(C(N)=O)c1 | -1% | 1% | 1%
O=C(CSc1ccc(/C=N/NC(=O)c2cccc(F)c2)o1)Nc1ccccc1 | 6% | 1% | -21%
CC(=O)NC(Cc1ccccc1F)C(=O)NC1CCN(C(=O)NCc2ccccc2)CC1 (stereo not given) | 1% | 2% | -2%
O=C(Cc1cccs1)N1CCC(c2nc3c(nnn3Cc3ccccc3Cl)c(=O)[nH]2)CC1 | -6% | -5% | -5%
CC(C)CC(=O)Nc1ccc(-c2nc3ccccc3c(=O)[nH]2)cc1 | 12% | 1% | -8%
Cc1nn(CC(=O)NCc2ccccc2Cl)c(=O)c2cccn12 | . | -3% | 1%
Cc1nc2nncn2c(N2CCN(c3ccccc3)CC2)c1C | . | -6% | -2%
O=C(O)c1cc(Br)ccn1 | 3% | -3% | 3%
COc1ccc(CCNS(=O)(=O)c2cc(/C=C/C(=O)O)ccc2C)cc1OC | -27% | 1% | -8%
Cc1cccn2c(=O)c(C(=O)NCCc3ccc(S(N)(=O)=O)cc3)c(O)nc12 | . | 0% | 21%
CN(C)c1nc(N)nc(-c2cccnc2)n1 | -4% | -3% | 0%
COc1ccccc1CNC(=O)COC(=O)C1CCN(c2ccc(C(F)(F)F)cn2)CC1 | 0% | -11% | 3%
COc1ccc(CNC(=S)Nc2cccc(C)c2)cc1 | 11% | 1% | -4%
CC1Cn2c(nnc2-c2ccc(F)cc2)S1 (stereo not given) | 1% | 1% | 18%
CCOC(=O)C1CCCN(S(=O)(=O)c2cc(-c3cc(C)no3)ccc2C)C1 (stereo not given) | . | -2% | -5%
Cc1occc1-c1nnc(SCC(=O)N2CCN(c3ccccc3)CC2)n1C | 21% | 0% | -11%
Cc1cccc(NC(=O)CN(C)S(=O)(=O)c2ccc(Br)cc2)n1 | 19% | -7% | 34%[activator]
COc1ccc(C(=O)CC(=O)C(=O)Nc2c(C)cccc2C)cc1 | -9% | -12% | -3%
Cc1cc(OCC(=O)NCCCN2CCOCC2)c2c(C)c(C)c(=O)oc2c1 | 4% | -6% | -18%
COc1ccc(OC)c(S(=O)(=O)Nc2cc3c4c(c2)CCN4C(=O)CC3)c1 | -10% | -3% | 9%
